From PubChem BioAssay
CCHF vOTU inh = blocks the CCHF virus ovarian tumor domain protease. CCHFV vOTU protease, Pep-AMC fluorescence. inhibition, % at 11.5 µM. 370,000 tested, 0.55% active; in the data active = inhibition above about 30%; also: 0% = vehicle wells with enzyme and 100% = no enzyme wells
BoNT A protease = blocks Botulinum neurotoxin A light chain protease; multiplex microsphere protease substrate cleavage, flow cytometry; inhibition, % at 10 µM; 360,000 tested, 0.17% active; also: plate controls were buffer without enzyme for full effect and enzyme alone for no effect
BoNT-F LC inh = inhibitors of Botulinum neurotoxin F light chain protease. Multiplex microsphere protease cleavage assay, flow cytometry. inhibition, % at 10 µM. 360,000 tested, 0.22% active. AID 588497; in the data active = inhibition above about 35%, passing the limit was not always enough; inconclusive = no clear call, values can overlap the other calls; also: plate controls were buffer without enzyme for full effect and enzyme alone for no effect
PfHsp40 yeast = rescue of PfHsp40-mediated yeast toxicity; S. cerevisiae expressing PfHsp40, growth rescue, ATP luminescence; growth rescue, % at 12.5 µM; 340,000 tested, 0.68% active; in the data active = growth rescue above about 28%, passing the limit was not always enough; inconclusive = no clear call, values can overlap the other calls;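 also: yeast W303a lacking pdr1 and pdr3 grown in galactose medium; growth measured after three days at 30 °C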
TcdB GH inh = blocks C. difficile toxin B glycohydrolase activity; P18177; TcdB glycohydrolase enzymatic assay, plate reader; inhibition, % at 9.99 µM; 350,000 tested, 0.24% active; in the data active = inhibition above about 10%
Yp Topo-I inh = blocks Yersinia pestis topoisomerase I activity | Y. pestis Topo-I cleavage product accumulation, plate reader | activity, % at 10 µM | AID 504884 | 360,000 tested, 0.064% active; in the data active = activity above about 50%, passing the limit was not always enough; inconclusive = no clear call, values can overlap the other calls; also: inactives centre near 2
Anthrax LF prot = blocks Bacillus anthracis lethal factor protease. inhibition, % at 10 µM. P15917. 360,000 tested, 0.12% active. multiplex microsphere protease cleavage assay, LF; also: plate controls were buffer without enzyme for full effect and enzyme alone for no effect
Target sequence (P15917 whole entry, looked up): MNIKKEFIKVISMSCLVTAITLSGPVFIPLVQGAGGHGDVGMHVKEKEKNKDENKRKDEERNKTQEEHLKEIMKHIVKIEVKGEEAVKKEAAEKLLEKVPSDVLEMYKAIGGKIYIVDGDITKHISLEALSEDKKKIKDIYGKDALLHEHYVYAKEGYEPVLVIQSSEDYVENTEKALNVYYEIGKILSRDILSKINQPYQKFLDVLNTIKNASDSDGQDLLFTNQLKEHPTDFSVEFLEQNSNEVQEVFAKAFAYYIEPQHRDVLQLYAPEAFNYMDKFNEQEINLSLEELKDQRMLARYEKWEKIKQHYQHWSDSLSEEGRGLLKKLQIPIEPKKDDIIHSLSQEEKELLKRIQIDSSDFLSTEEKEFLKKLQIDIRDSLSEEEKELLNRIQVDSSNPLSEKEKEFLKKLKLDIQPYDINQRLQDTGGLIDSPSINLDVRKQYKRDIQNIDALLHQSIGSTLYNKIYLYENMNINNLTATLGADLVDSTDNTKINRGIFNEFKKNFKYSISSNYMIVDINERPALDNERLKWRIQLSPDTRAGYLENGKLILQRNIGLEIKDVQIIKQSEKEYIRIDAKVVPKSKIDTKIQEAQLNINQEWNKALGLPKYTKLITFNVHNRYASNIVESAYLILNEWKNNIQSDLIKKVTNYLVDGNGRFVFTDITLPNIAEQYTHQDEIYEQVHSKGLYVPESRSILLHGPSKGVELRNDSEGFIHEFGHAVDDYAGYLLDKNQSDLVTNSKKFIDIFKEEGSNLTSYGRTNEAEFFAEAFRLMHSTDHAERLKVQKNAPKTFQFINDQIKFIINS
PrPC surface inh = reduces human prion protein on the cell surface; cell surface PrPC, TR-FRET read-out; inhibition, % at 13.8 µM; 370,000 tested, 0.43% active; AID 720596; in the data active = inhibition above about 24%; also: 0% = median of the test wells and 100% = reference compound wells
FadD28 binding = inhibitors of Mycobacterium tuberculosis FadD28 bisubstrate binding; FadD28 bisubstrate probe binding, fluorescence polarization; inhibition, % at 12.5 µM; 360,000 tested, 0.22% active; AID 588549; in the data active = inhibition above about 8.5%, passing the limit was not always enough; inconclusive = no clear call, values can overlap the other calls
* marks the source's active call; other numbers are inactive results; ? = inconclusive; . = not tested or not shown; & = joins results of further samples. Rule as the data show it, unless noted: active = inhibition above about 30%; inconclusive = no clear call, values can overlap the other calls; inactive = below that.

SMILES	CCHF vOTU inh	BoNT A protease	BoNT-F LC inh	PfHsp40 yeast	TcdB GH inh	Yp Topo-I inh	Anthrax LF prot	PrPC surface inh	FadD28 binding
CCOC(=O)Nc1ccc2c(CN(C)Cc3ccc(F)cc3)cc(=O)oc2c1	-20	0.7	-5	-0.5	1.3	-4	-3	-6	-1.2
O=C(Cc1ccccc1)NCCSCc1ccc(Cl)cc1	-1	-0.3	-4	1.1	.	14	-3	6	-5.4
COC(=O)C1CC2=C(CC(C)(C)CC2=O)N(c2ccccc2)C1=O (stereo not given)	7	-0.2	0	-0.2	-0.6	8	-2	-2	1.4
O=C(c1ccccc1F)N1CCCC(C(=O)N2CCc3ccccc3C2)C1 (stereo not given)	0	-0.8	-4	0.2	0.7	-5	-7	-7	-0.7
CCN(CC(=O)NC(C)(C)C)C(=O)CN1c2cccc3cccc(c23)S1(=O)=O	-21	-8.9	?	-1.2	-0.4	-4	-1	1	-0.9
O=C(NCc1ccco1)c1nn2cccnc2c1Cl	-7	.	.	-1.1	0.8	-5	.	-3	-1.6
COC(=O)c1ccc(C(=O)N=c2sccn2C)cc1	12	1.7	4	0.5	-0.7	2	1	2	-2.4
CCOc1ccc(C(=O)NCCc2cnc[nH]2)cc1OCC	-5	-1.2	6	0.3	-1.0	-1	-10	-1	.
COc1ccc(-c2nnn(CC(=O)N(CCCN3CCOCC3)C(C(=O)NC3CCCC3)c3ccco3)n2)cc1 (stereo not given)	-11	-0.7	-2	2.6	1.7	20	-8	11	-0.5
CC(C)[C@H](NC(=O)c1ccc(Br)cc1)C(=O)NC1CCCCC1	8	4.4	-6	-0.1	0.5	-4	-8	0	-4.4
CC1=NN(c2ccccc2)C(=O)/C1=C/c1cccs1	16	-0.1	3	-0.1	.	-14	-3	7	2.7
C[C@H](NC(=O)C1CCN(S(=O)(=O)c2ccccc2)CC1)C(=O)NC1CC1	-12	-0.7	-6	.	3.1	-2	-6	-9	-2.0
COc1ccc(C)cc1N=Nc1ccc(O)c2ncccc12	3	-2.2	-30	-0.8	1.3	-5	-5	-8	1.4
O=C(CSc1nnc(NC(=O)c2cccc(F)c2)s1)NCc1ccco1	12	-0.2	-2	1.6	0.9	4	3	2	-2.8
O=C(NCc1ccc(Cl)s1)C1CCC(=O)N(CCc2ccccn2)C1 (stereo not given)	6	1.7	4	0.5	1.8	1	-3	7	-0.2
CCN(CC)C(=O)CSc1nnc(-c2cnccn2)n1-c1ccccc1	2	0.2	8	-0.8	.	-1	-4	-5	-0.6
Cc1nc(N)nc(N(C)c2ccccc2)c1Br	-1	-0.2	-2	-0.1	-0.5	12	6	14	-6.6
C(=NN=Cc1c[nH]c2ccccc12)c1c[nH]c2ccccc12	13	-0.1	1	.	2.6	-17	-1	3	-2.9
Cc1ccc(-n2nc(C)c3c2NC2=C(C(=O)CC(C)(C)C2)C3c2ccccc2OCC(=O)O)cc1 (stereo not given)	-20	-1.1	-6	-1.3	-4.3	22	2	2	-1.6
O=C(CCC(=O)OCC(=O)c1ccc(Cl)cc1Cl)Nc1cccc2cccnc12	-2	1.5	?	0.2	.	9	3	6	-2.9
CC(=O)c1cccc(CN2CCCC(N3CCN(c4ccccc4F)CC3)C2)c1 (stereo not given)	-1	1.9	?	-0.3	-0.2	16	-4	5	-0.3
CCC(Sc1nc2cc3c(cc2c(=O)n1Cc1ccco1)OCO3)C(=O)Nc1cccc(OC)c1 (stereo not given)	-4	1.4	2	1.0	.	-1	-6	3	2.5
OC1CCN(c2c3c(nc4cc(-c5ccc(F)cc5)nn24)CCC3)CC1	-1	0.1	-1	1.4	.	-4	-3	-4	-4.1
O=C(O)c1nc(NCCc2ccccc2)ncc1Cl	9	-1.7	0	-1.1	-1.6	-7	4	-6	0.4
O=[N+]([O-])c1ccc(OCCCCCN2CCOCC2)cc1	-11	0.9	?	-1.6	0.3	-4	4	-6	-2.9

In the list so far, 5 contain a Cl atom:
SMILES	CCHF vOTU inh	BoNT A protease	BoNT-F LC inh	PfHsp40 yeast	TcdB GH inh	Yp Topo-I inh	Anthrax LF prot	PrPC surface inh	FadD28 binding
O=C(Cc1ccccc1)NCCSCc1ccc(Cl)cc1	-1	-0.3	-4	1.1	.	14	-3	6	-5.4
O=C(NCc1ccco1)c1nn2cccnc2c1Cl	-7	.	.	-1.1	0.8	-5	.	-3	-1.6
O=C(NCc1ccc(Cl)s1)C1CCC(=O)N(CCc2ccccn2)C1 (stereo not given)	6	1.7	4	0.5	1.8	1	-3	7	-0.2
O=C(CCC(=O)OCC(=O)c1ccc(Cl)cc1Cl)Nc1cccc2cccnc12	-2	1.5	?	0.2	.	9	3	6	-2.9
O=C(O)c1nc(NCCc2ccccc2)ncc1Cl	9	-1.7	0	-1.1	-1.6	-7	4	-6	0.4

Going on with the list.
SMILES	CCHF vOTU inh	BoNT A protease	BoNT-F LC inh	PfHsp40 yeast	TcdB GH inh	Yp Topo-I inh	Anthrax LF prot	PrPC surface inh	FadD28 binding
N#Cc1ncn(-c2ccc(Oc3ccccc3)cc2)c1N	9	-0.3	-4	0.1	-2.2	-6	4	9	-2.9
COc1ccccc1C(CNC(=O)C(CCSC)NS(=O)(=O)c1ccccc1F)N1CCCC1 (stereo not given)	-13	5.0	-1	-1.2	1.6	-5	2	1	-1.7
CCNC(=S)NC(=NCc1cccnc1)Nc1nc(C)cc(C)n1	-11	-0.5	?	-0.2	0.3	3	-2	6	-2.0
O=C(Nc1ncc2c(n1)-c1ccccc1OC2)c1ccccc1Cl	-149	0.6	-2	-1.4	.	7	-6	-4	-4.9
S=C(c1c[nH]c2ccccc12)N1CCCC1	6	-0.1	-1	-0.5	-0.9	4	-2	7	1.8
CNC(=O)c1ccc(S(=O)(=O)c2ccc(Cl)cc2)c(NC(C)=O)c1	-11	0.9	-12	-0.3	1.2	-1	-9	2	-1.0
COc1ccccc1N1CCN(C(=O)C(C)NC(=O)c2ccco2)CC1 (stereo not given)	7	5.1	9	-0.9	0.7	3	0	7	-4.5
CCCOc1ccc(C(=O)CCC(=O)OCC(=O)N(CC)c2c(N)n(Cc3ccccc3)c(=O)[nH]c2=O)cc1	21	-0.3	-2	0.5	1.9	13	-9	-3	-3.8
COc1cccc(CN(C)S(=O)(=O)c2ccccc2Br)c1	2	-1.0	-7	1.4	0.8	6	-8	1	0.5
Cc1ccc([N+](=O)[O-])cc1N=C(c1cccc([N+](=O)[O-])c1)N1CCOCC1	9	0.4	22	0.4	.	-1	-5	-13	-0.9
O=C1CC2CS(=O)(=O)CC2N1c1ccc(Oc2ccccc2)cc1 (stereo not given)	26	-1.9	-26	-0.2	0.8	-3	-5	-1	-0.7
CSc1nc(NCc2ccccc2)c2c3c(sc2n1)CN(C)CC3	-52	2.3	-10	1.2	.	-7	-9	2	-13
Cc1ccccc1-n1c(=O)[nH]c(=O)c2c(N)c(C(=O)c3ccc(Cl)cc3)sc21	-12	-0.4	3	-1.5	.	-4	-3	0	-1.3
O=C(O)c1ccccc1N=Nc1c(O)[nH]c(=O)[nH]c1=O	3	0.6	5	-0.4	0.8	7	-2	-34	-2.2
O=C(NCc1ccc(Cl)cc1)C1CCCN(S(=O)(=O)c2cnc[nH]2)C1 (stereo not given)	9	-0.4	-8	-0.4	0.7	1	0	6	-2.2
Cc1cc(C(C)(C)C)cc(C)c1Cn1c2[n+](c3ccc(C(F)(F)F)cc31)CCCCC2	9	0.6	-4	2.0	0.5	-1	-1	8	-10.0
COC(=O)C1=C(C)NC(=O)/C1=C\c1ccc2c(c1)OCO2	5	0.8	6	0.9	.	3	-2	-7	0.6
CCNC(=S)N/N=C/c1ccco1	0	1.3	5	1.6	-0.6	5	-1	8	0.7
CCC(C)C(NC(=O)C(CC(C)C)NC(=O)C(CO)NC(=O)C1CCC(=O)N1)C(=O)OC (stereo not given)	2	-0.4	4	-0.9	-0.8	1	-1	3	-1.6
COc1ccc(NC(=O)CNC(=O)Cn2c(C)cc3ccccc3c2=O)cc1OC	-7	-0.5	-4	-1.2	1.2	1	-5	0	-2.4
CC1CN(c2ccc(NC(=O)c3ccco3)cc2C(=O)O)CC(C)O1 (stereo not given)	3	?	?	-0.4	-2.2	4	-16	-6	-4.4
CCOc1ccccc1NC(=O)CSc1nc2c(c(=O)n1C)SC(C)C2 (stereo not given)	15	0.5	-9	0.9	1.0	20	0	4	-3.4
CC(=O)NS(=O)(=O)c1ccc(NC(=O)COc2cccc3c2OC(C)(C)C3)cc1	-11	2.4	1	0.1	0.1	6	-4	-3	-2.7
COc1cc2c(cc1OC)CN(C(=O)/C=C/c1ccc([N+](=O)[O-])cc1)CC2	11	-1.5	-20	-0.5	0.1	15	0	-29	-2.3
O=C(/C=C/[C@H]1O[C@@H](n2cnc3c(NC(=O)c4ccccc4)ncnc32)[C@H](O)[C@@H]1O)NCCCc1ccccc1	10	0.6	3	.	-0.3	.	8	-1	0.6

Compound profiles, as listed above. Values in the order: CCHF vOTU inh | BoNT A protease | BoNT-F LC inh | PfHsp40 yeast | TcdB GH inh | Yp Topo-I inh | Anthrax LF prot | PrPC surface inh | FadD28 binding
`O=C(O)c1ccccc1N=Nc1c(O)[nH]c(=O)[nH]c1=O` is listed as 3 | 0.6 | 5 | -0.4 | 0.8 | 7 | -2 | -34 | -2.2
`CCN(CC(=O)NC(C)(C)C)C(=O)CN1c2cccc3cccc(c23)S1(=O)=O` is listed as -21 | -8.9 | ? | -1.2 | -0.4 | -4 | -1 | 1 | -0.9

The list continues.
SMILES	CCHF vOTU inh	BoNT A protease	BoNT-F LC inh	PfHsp40 yeast	TcdB GH inh	Yp Topo-I inh	Anthrax LF prot	PrPC surface inh	FadD28 binding
COc1cc(C(=O)N2CCN(c3ccccc3Cl)CC2)ccc1OCC(=O)N1CCOCC1	27	1.8	0	-2.2	-0.8	21	6	-4	.
COc1cc2nc(CN3CCN(S(=O)(=O)c4ccccc4[N+](=O)[O-])CC3)[nH]c(=O)c2cc1OC	-5	0.0	-3	.	-0.3	6	6	5	-10.0
Cc1ccc2oc(-c3cccc(NC(=O)c4cc(-n5cnnc5)ccc4Cl)c3)nc2c1	-4	-2.1	-6	1.5	.	-6	-3	3	-2.8
CCOc1c(C)cc(-c2ncccc2O)cc1C	-31&-28	-1.3&-0.3	-4&9	-0.1&-1.2	.	-9&0	-2&-12	4&6	0.4&0.3
Cc1ccc(N2CCN(C(=O)c3cn(CC4CCCCC4)nn3)C(C)C2)cc1 (stereo not given)	5	0.5	4	0.0	-0.3	-4	-1	-3	-2.2
COc1ccccc1OS(=O)(=O)c1ccc(NC(C)=O)cc1	-14	-0.8	-8	-1.2	0.1	8	-6	1	-2.4
COc1cc(OC)cc(C(C(=O)NCc2ccccc2)N(Cc2ccco2)C(=O)c2ccno2)c1 (stereo not given)	.	-0.3	-14	1.2	.	2	1	.	-0.2
O=C(NC(=S)Nc1ccccc1N1CCOCC1)c1ccc(Br)cc1	-10	0.2	-10	5.6	1.3	30	-9	-4	0.2
Cc1cc(NC(=O)NC2CC(=O)N(c3ccc4c(c3)OCCO4)C2)no1 (stereo not given)	-2	-0.7	-3	0.6	-0.2	3	-5	-3	-0.2
O=C(NCc1ccco1)c1ccc(C(=O)NCc2ccco2)s1	4	.	.	-0.5	.	-11	.	2	-3.0
Cc1ccc(S(=O)(=O)Nc2cccc(-c3ccc4nncn4n3)c2)cc1	-9	-0.4	1	-0.2	0.9	4	-4	4	-2.7
O=c1oc2c(CN3CCCCC3)c(O)ccc2cc1-c1nc2ccccc2[nH]1	-25	14	15	-0.6	0.5	-2	0	-8	0.5
